High-throughput results deposited in PubChem by National Center for Advancing Translational Sciences (NCATS).
TSG101-PTAP inh: blocks PTAP/TSG101 interaction to inhibit HIV-1 budding; Q99816; Fluorescence polarization, FITC-PTAP peptide / Tsg101 binding; Potency, µM (series often up to 115 µM), inactives show at the top dose activity change, negative = inhibition, usual class: inhibitors; 340,000 tested, under 10 active; AID 493005; active = well fitted inhibition curve with a large enough effect in the main read-out, with a control signal flat, not every such curve was filed as active; inconclusive = small, poorly fitted or top-dose-only effect, or effect the other way, or a change in a side signal; inactive = no such curve, though single readings can be large or run the other way; also: potency is read from the fitted curve at half-maximal effect; % of control where 0% means no effect
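Fluorescence anisotropy tracks displacement of a FITC-tagged PTAP peptide (50 nM) from the Tsg101 binding domain (10 uM), following a 20 min room-temperature incubation at pH 7.5.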
Mito fusion yeast: mitochondrial division inhibition or fusion activation; S. cerevisiae fusion-defective mutant growth rescue, CellTiterGlo 48 h; Potency, µM (top dose mostly 46.1 µM), for the others: at the highest dose growth rescue (activation), actives largely listed as activators; hit rate 0.23% among 320,000;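 also: potency is read from the fitted curve at half-maximal effect; % of control where 0% means no effect; nearly all actives have a fitted effect of over 45% in size; temperature-sensitive fusion mutants such as fzo1-1 at 37 °C on non-fermentable ethanol glycerol medium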
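Read-out: ATP-based luminescence (CellTiterGlo, 10 min ambient) reporting growth of fusion-defective ts yeast after 48 hours at 37C on glycerol/ethanol YPEG medium in the presence of compound.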
TCR activator: activates T cell receptor signaling; primary human leukocytes, anti-CD3, IL-2 HTRF, 48 h; Potency, µM (series often up to 9.22 µM), without a hit: at the highest dose activation of IL-2 secretion, usual class: activators; 330,000 tested, under 10 active; AID 504894; also: % of control where 0% means no effect
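HTRF read-out of IL-2 secretion: europium cryptate donor excited at 320nm, d2 acceptor emission at 665nm. Cells were primary human leukocytes incubated 48 hr with compounds and a-CD3 beads, supplying TCR signal only.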
AT treatment: potential ataxia-telangiectasia treatment; AID 485349; […] A-T fibroblasts, KAP-1 phosphorylation AlphaLISA; neocarzinostatin DNA damage 30 min before lysis; Potency, µM (titrated, usually from 57.5 µM), for inactives: top-dose activation, actives largely listed as activators; hit rate 0.19% among 320,000; also: potency is read from the fitted curve at half-maximal effect; % of control where 0% means no effect; nearly all actives have a fitted effect of over 45% in size
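ATM-like activity read as KAP-1 phosphorylation via AlphaLISA donor/acceptor antibody pairs after lysis and 6 hr at 25C. Cells were ATM-null patient fibroblasts ([…], hTERT), dosed 60 min, then exposed to the DSB inducer NCS for 30 min.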
TSHR antagonist: blocks TSH signaling through the human TSH receptor | P16473 | TSHR-expressing cells, TSH-stimulated cAMP HTRF, 2 h; stronger effect = lower value | activity change, negative = inhibition, % at 11.5 µM | hit rate 0.2% among 330,000;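 active = activity change below a set negative limit, meaning inhibition stronger than a set level, cut at about -70% in these data; inconclusive = activity change between two set negative limits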; also: % is scaled to controls: 0 for no effect and ±100 for the full control effect
Target sequence (P16473 whole entry, looked up): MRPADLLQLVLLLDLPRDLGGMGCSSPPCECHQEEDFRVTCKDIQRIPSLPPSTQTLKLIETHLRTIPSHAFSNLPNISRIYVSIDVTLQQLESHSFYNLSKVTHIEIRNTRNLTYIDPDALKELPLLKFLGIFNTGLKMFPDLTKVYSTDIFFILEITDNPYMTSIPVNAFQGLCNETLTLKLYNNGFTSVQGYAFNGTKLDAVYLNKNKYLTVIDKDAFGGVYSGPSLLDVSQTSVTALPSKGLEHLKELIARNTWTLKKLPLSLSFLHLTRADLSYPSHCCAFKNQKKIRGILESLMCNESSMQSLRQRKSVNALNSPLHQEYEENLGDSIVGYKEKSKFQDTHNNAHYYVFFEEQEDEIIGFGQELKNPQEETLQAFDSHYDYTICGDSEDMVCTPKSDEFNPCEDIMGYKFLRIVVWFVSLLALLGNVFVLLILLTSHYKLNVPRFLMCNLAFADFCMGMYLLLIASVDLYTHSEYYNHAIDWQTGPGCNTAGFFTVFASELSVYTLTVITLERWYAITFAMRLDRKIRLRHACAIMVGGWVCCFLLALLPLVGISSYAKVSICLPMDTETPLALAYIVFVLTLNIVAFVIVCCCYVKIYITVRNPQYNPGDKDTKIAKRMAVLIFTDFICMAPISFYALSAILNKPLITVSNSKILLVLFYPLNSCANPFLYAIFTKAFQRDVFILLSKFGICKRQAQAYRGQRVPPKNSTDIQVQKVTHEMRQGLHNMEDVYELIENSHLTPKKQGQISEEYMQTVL
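Antagonism was scored as loss of TSH-driven cAMP in TSHR cells, stimulated with 4nM TSH (EC80) for 2 hours at 37 deg C and detected by homogeneous HTRF competition immunoassay.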
S-ASM inh: inhibitors of human secretory acid sphingomyelinase; P17405; placental ASM, HMU-PC fluorogenic substrate, 60 min; Potency, µM (doses to about 57.5 µM), for the others: at the top dose activity change, negative = inhibition, most hits filed as inhibitors; hit rate 0.006% among 340,000; AID 504937; also: potency is read from the fitted curve at half-maximal effect
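Fluorescence read-out (Ex 386 nm, Em 447 nm) after stopping the reaction at pH 10. Enzyme: ASM from human placenta; substrate HMU-PC0, 9 uM final; 60 min, 37 °C. Compound preincubation 10 min, ambient temperature.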
* marks the source's active call; other numbers are inactive results; ? = inconclusive; . = no result given; [ ] = remark or other dose. Unless noted, calls follow the shape of the dose curve; as a rule, active = well fitted curve in the direction sought with a large enough effect; inconclusive = small, poorly fitted or top-dose-only effect, or another doubt; inactive = no such curve, though single readings can be large; an effect the other way counts as inactive or inconclusive. This is a subset, so the mix of outcomes need not match the whole.

structure | TSG101-PTAP inh | Mito fusion yeast | TCR activator | AT treatment | TSHR antagonist | S-ASM inh
CC(C)COC(=O)COc1cc(Cl)c(Cl)cc1Cl | . | 1.5% | . | 3.4% | -20.2 | .
Cc1ccc(C(=O)c2cn(Cc3ccc(Cl)cc3)c3nc(C)ccc3c2=O)cc1 | . | ? | . | 3.2% | 3.1 | .
N#Cc1ccccc1NC(=O)C(=O)NCCc1csc(-c2ccc(F)cc2)n1 | . | -2.4% | . | 6.4% | -5.5 | .
COC(=O)c1cc2c(s1)c1cnn(Cc3ccccc3F)c(=O)c1n2C | . | 1.4% | . | 7.0% | 26.5 | .
Fc1cccc(CNc2ncnc3ccc(-c4ccoc4)cc23)c1 | . | 3.6% | . | 3.6% | -16.5 | .
C=CCn1cnnc1SCC(=O)Nc1cccnc1Cl | . | 6.0% | . | -5.7% | 14.0 | .
COc1ccc(-c2nc3nc(C)cc(Nc4cccc(C(F)(F)F)c4)n3n2)cc1 | . | -10.6% | . | -5.0% | 9.3 | .
Cc1cc2c(s1)c1c(C)nn(Cc3ccccc3F)c(=O)c1n2C | . | -5.2% | . | 8.0% | 6.8 | .
COc1ccc2c(c1)[C@H]1[C@H](CO2)[C@H](c2ccccc2)[C@]2(C)C(=O)N[C@@H](C)C(=O)N12 | . | -10.7% | . | -2.4% | 5.1 | .
COc1ccc(NC(=O)c2nc[nH]c2C(=O)NCCCCCNC(=O)OC(C)(C)C)cc1 | . | -4.4% | . | 5.8% | -13.8 | .
Cc1csc(CNc2ncnc3ccc(-c4ccco4)cc23)c1 | . | 0.0% | . | 2.2% | 1.6 | .
O=C(O)c1ccnc2c(O)cccc12 | . | 2.0% | . | -4.9% | 23.0 | .
Cc1ccc(NS(=O)(=O)c2ccc3c(c2)CC(=O)N3)cc1Cl | . | 0.1% | . | 8.7% | -8.0 | .
COc1cccc(Cn2ncc3c4sc(B(O)O)cc4n(C)c3c2=O)c1 | . | 0.0% | . | -11.1% | -13.5 | .
CNc1ncnc2ccc(-c3c(C)noc3C)cc12 | . | -20.3% | . | -8.2% | 15.1 | .

A portion taken from the entries so far:
structure | TSG101-PTAP inh | Mito fusion yeast | TCR activator | AT treatment | TSHR antagonist | S-ASM inh
Cc1ccc(C(=O)c2cn(Cc3ccc(Cl)cc3)c3nc(C)ccc3c2=O)cc1 | . | ? | . | 3.2% | 3.1 | .
N#Cc1ccccc1NC(=O)C(=O)NCCc1csc(-c2ccc(F)cc2)n1 | . | -2.4% | . | 6.4% | -5.5 | .
COC(=O)c1cc2c(s1)c1cnn(Cc3ccccc3F)c(=O)c1n2C | . | 1.4% | . | 7.0% | 26.5 | .
Fc1cccc(CNc2ncnc3ccc(-c4ccoc4)cc23)c1 | . | 3.6% | . | 3.6% | -16.5 | .
C=CCn1cnnc1SCC(=O)Nc1cccnc1Cl | . | 6.0% | . | -5.7% | 14.0 | .
COc1ccc(-c2nc3nc(C)cc(Nc4cccc(C(F)(F)F)c4)n3n2)cc1 | . | -10.6% | . | -5.0% | 9.3 | .
Cc1cc2c(s1)c1c(C)nn(Cc3ccccc3F)c(=O)c1n2C | . | -5.2% | . | 8.0% | 6.8 | .
COc1ccc2c(c1)[C@H]1[C@H](CO2)[C@H](c2ccccc2)[C@]2(C)C(=O)N[C@@H](C)C(=O)N12 | . | -10.7% | . | -2.4% | 5.1 | .
COc1ccc(NC(=O)c2nc[nH]c2C(=O)NCCCCCNC(=O)OC(C)(C)C)cc1 | . | -4.4% | . | 5.8% | -13.8 | .
Cc1csc(CNc2ncnc3ccc(-c4ccco4)cc23)c1 | . | 0.0% | . | 2.2% | 1.6 | .
O=C(O)c1ccnc2c(O)cccc12 | . | 2.0% | . | -4.9% | 23.0 | .
Cc1ccc(NS(=O)(=O)c2ccc3c(c2)CC(=O)N3)cc1Cl | . | 0.1% | . | 8.7% | -8.0 | .
COc1cccc(Cn2ncc3c4sc(B(O)O)cc4n(C)c3c2=O)c1 | . | 0.0% | . | -11.1% | -13.5 | .
CNc1ncnc2ccc(-c3c(C)noc3C)cc12 | . | -20.3% | . | -8.2% | 15.1 | .

Further structures:
structure | TSG101-PTAP inh | Mito fusion yeast | TCR activator | AT treatment | TSHR antagonist | S-ASM inh
CC(=O)Nc1cc2c(s1)c1cnn(Cc3ccccc3F)c(=O)c1n2C | . | -6.1% | . | -12.9% | -16.0 | .
Oc1ccc(CNc2cccc(C(F)(F)F)c2)c2cccnc12 | . | -0.6% | . | -3.0% | -7.7 | .
Cc1cc(C)cc(OCCn2c(C3CC(=O)N(c4ccccc4Cl)C3)nc3ccccc32)c1 (stereo not drawn) | . | ? | . | -0.8% | -4.0 | .
CC(C)(C)[C@H](NC(=O)c1ccc(N)c(Cl)c1)C(=O)N1CCC[C@H]1C(=O)N[C@H](C#N)Cc1nn[nH]n1 | . | -4.4% | . | 1.9% | -10.1 | .
CC1CCN(S(=O)(=O)c2ccc3c(c2)CCC(=O)N3CC(=O)Nc2cccc(C#N)c2)CC1 | . | -0.4% | . | 4.3% | -9.0 | .
Cc1cc2c(s1)c(C#N)c(C(=O)NCc1ccccc1F)n2C | . | -1.2% | . | 21.2% | 19.3 | .
COc1cccc(Cn2ncc3c4sc(Br)cc4n(C)c3c2=O)c1 | . | 0.1% | . | -5.0% | 3.2 | .
CCC(=O)N1CCc2cc(Br)cc(S(=O)(=O)CCC(=O)N(C)c3cccc(C)c3)c21 | . | -0.7% | . | 11.5% | -6.5 | .
CCc1ccc(NC(=O)CSc2nc(-c3ccc(C)cc3)nc3c2Cc2c(CO)cnc(C)c2O3)cc1 | . | 2.8% | . | 0.6% | -6.8 | .
Cc1ccc(NC(=O)CSc2nc(-c3cccs3)nc3cc(=O)[nH]n23)cc1C | . | 1.4% | . | -3.0% | -26.4 | .
CCCCN(CCCC)C(=O)c1c[nH]c2ccc(S(=O)(=O)Nc3cccc(Cl)c3C)cc2c1=O | . | -3.4% | . | -6.5% | 4.6 | .
CC(=O)N1CCOc2cc(S(=O)(=O)Nc3c(C)cccc3C(C)C)c(Cl)cc21 | . | 10.6% | . | -11.8% | -8.0 | .
CCC(=O)NC(c1cccs1)c1cc([N+](=O)[O-])c2cccnc2c1OC (stereo not drawn) | . | -3.5% | . | -6.5% | 32.7 | .
COc1cc(NC(=O)CCS(=O)(=O)c2nc(-c3cccs3)cc(C(F)(F)F)n2)cc(OC)c1OC | . | 3.1% | . | 27.9% | -22.9 | .
Cc1ccc(Oc2ccc(OCC(=O)Nc3ccncc3)cc2)cc1 | . | . | -1.3%[46.1 µM] | 2.8% | -41.2 | .

Record cards (already shown):
Cc1ccc(NC(=O)CSc2nc(-c3cccs3)nc3cc(=O)[nH]n23)cc1C as listed: TSG101-PTAP inh = .; Mito fusion yeast = 1.4%; TCR activator = .; AT treatment = -3.0%; TSHR antagonist = -26.4; S-ASM inh = .
COc1cc(NC(=O)CCS(=O)(=O)c2nc(-c3cccs3)cc(C(F)(F)F)n2)cc(OC)c1OC as listed: TSG101-PTAP inh = .; Mito fusion yeast = 3.1%; TCR activator = .; AT treatment = 27.9%; TSHR antagonist = -22.9; S-ASM inh = .

The results go on.
structure | TSG101-PTAP inh | Mito fusion yeast | TCR activator | AT treatment | TSHR antagonist | S-ASM inh
CC(=O)Nc1ccccc1Nc1nc(NCCO)nc(N2CCCC2)n1 | -0.1% | . | 0.3% | . | . | 3.8%
COc1ccc2nc(-c3ccc(F)cc3)sc2c1 | -3.5% | . | 1.4% | . | . | -8.2%
CC1(C)c2[nH]c3ccccc3c2C[C@H]2C(=O)N(Cc3ccccc3F)C(=O)N21 | -7.7% | . | -2.6% | . | . | -0.4%
CC1(C)c2[nH]c3ccccc3c2C[C@@H]2C(=O)N(Cc3ccc(F)cc3)C(=O)N21 | 1.8% | . | 11.8% | . | . | -5.4%
COc1cc(C2=CCN(C(C)=O)CC2)ccc1OC(C)=O | 0.1% | . | 0.1% | . | . | -1.0%
CC(=O)[C@H]1CC[C@H]2[C@@H]3CC=C4C[C@@H](OS(=O)(=O)O)CC[C@]4(C)[C@H]3CC[C@]12C | -1.3% | . | 0.0% | . | . | 21.6%
C#CCNC(=O)[C@H](Cc1ccc(C(=O)c2ccccc2)cc1)NC(=O)OC(C)(C)C | -1.0% | . | -4.7% | . | . | -7.6%
COc1ccccc1-c1nc(-c2ccc(C(=O)O)cc2)no1 | -1.0% | . | -2.6% | . | . | -2.0%
COc1ccc(Nc2nc(NCCO)nc(N3CCCC3)n2)cc1 | -0.6% | . | -1.2% | . | . | 1.4%
NC(CCC(=O)NC(CS)C(=O)NCC(=O)O)C(=O)O (stereo not drawn) | -9.8% | . | 1.3% | . | . | -0.5%
Cc1ccc(Nc2nc(NCCO)nc(N3CCCC3)n2)cc1 | 1.6% | . | 0.3% | . | . | -3.1%
c1ccc2scnc2c1 | 0.8% | . | -12.6% | . | . | 0.9%
Cc1ccccc1CN1C(=O)[C@H]2Cc3c([nH]c4ccccc34)C(C)(C)N2C1=O | -9.3% | . | 5.0% | . | . | -11.7%
N#Cc1c(Cc2cccc3ccccc23)nn(CCO)c1N | 3.4% | . | -1.1% | . | . | 0.6%
COc1cc(/C=C2/N=C(c3ccccc3)OC2=O)c(F)cc1OCc1ccccc1 | ? | . | -2.7% | . | . | 125.5%[activator]
C[C@@H]1NC(=O)N[C@@H]1CCCCCC(=O)O | -5.5% | . | -2.8% | . | . | -0.6%
CCOC(=O)C(C#N)(Cc1cc(OC)cc(OC)c1)Cc1cc(OC)cc(OC)c1 | -5.9% | . | -0.4% | . | . | 6.3%
CC(=O)NC(CC(C)C)C(=O)O (stereo not drawn) | -0.6% | . | -3.7% | . | . | -0.8%
Cc1cc(=O)oc2cc(O)cc(O)c12 | -8.2% | . | -7.5% | . | . | 354.9%[activator]
CC(C)Oc1ccc(Cl)cc1Nc1nc(NCCO)nc(N2CCCC2)n1 | -7.4% | . | 2.5% | . | . | -10.4%
Cn1c(=O)c2[nH]c(CCCC(=O)O)nc2n(Cc2ccccc2)c1=S | -4.2% | . | 1.2% | . | . | 4.6%
Cc1ccc2oc(=O)ccc2c1 | 3.2% | . | 6.8% | . | . | 1.0%
C[N+](C)(CCOc1ccccc1)Cc1ccccc1 | 0.8% | . | -9.7% | . | . | 2.6%
CCOc1ccccc1Nc1nc(N2CCCC2)nc(N2CCOCC2)n1 | -1.5% | . | -66.7% | . | . | -11.0%
